Rab7 wt modul: alters GTP binding to wildtype dog Rab7; GST-Rab7 beads, fluorescent GTP binding, flow cytometry; actives lie on both sides; untreated = 100%, excess cold GTP = 0%; GTP binding activity (percent of control), % at 10 µM; 0.055% of 190,000 active;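 active means fluorescent GTP binding to Rab7 beads changed by at least 20 points from the 100% baseline, either direction, mostly lower; inconclusive means compound itself probably fluorescent, or too few beads counted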;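 further: median green fluorescence of bound Bodipy-FL-GTP per Rab7 bead population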
Bcl-W Bim block: human Bim-Bcl-W interaction inhibition; Q92843; bead-based flow cytometry, Bim peptide-Bcl-W binding; inhibition, % at 10 µM; 0.02% of 190,000 active; AID 952;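 further: 0% = bound tracer without compound and 100% = peptide blocker; higher means less fluorescent Bim peptide bound to Bcl-W beads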
Target sequence (Q92843 whole entry, looked up): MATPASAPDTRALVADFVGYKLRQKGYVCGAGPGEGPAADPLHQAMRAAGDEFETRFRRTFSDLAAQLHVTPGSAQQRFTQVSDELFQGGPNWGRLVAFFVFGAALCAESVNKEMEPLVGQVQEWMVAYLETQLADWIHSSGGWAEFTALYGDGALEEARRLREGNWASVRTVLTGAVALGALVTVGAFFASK
Rac1 wt modul: human Rac1 wildtype GTP binding, inhibitors and activators | P63000 | GST-Rac1 beads, fluorescent GTP binding, flow cytometry; actives lie on both sides; 0 = cold GTP competed, 100 = untreated | GTP binding activity (% of control), % at 10 µM | 0.27% of 190,000 active | AID 757;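 active means GTP binding activity at least 20 points away from the 100% control level, either lower or higher; inconclusive means compound flagged as likely green fluorescent, judged across all proteins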
HRas wt GTP: modulators of GTP binding to human HRas wildtype; GST-Ras wt beads, Bodipy-FL-GTP binding, flow cytometry; actives lie on both sides; 0.14% of 190,000 active; GTP binding activity, % at 10 µM;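 active means GTP binding activity at least 20% away from the 100% baseline, either lowered as inhibitor or raised as activator; inconclusive means flagged as likely green fluorescent, judged across all proteins in the well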;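 further: 0% = unlabeled GTP competition control and 100% = no-compound control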
Target sequence (P01112 whole entry, looked up): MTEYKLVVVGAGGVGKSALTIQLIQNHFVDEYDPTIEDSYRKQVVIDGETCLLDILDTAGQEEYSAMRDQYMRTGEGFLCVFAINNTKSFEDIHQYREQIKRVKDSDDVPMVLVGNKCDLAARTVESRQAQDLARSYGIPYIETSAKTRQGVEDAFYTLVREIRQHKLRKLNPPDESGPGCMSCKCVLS
Bcl-B Bim block: disrupts Bim peptide binding to human Bcl-B | AID 951 | bead-based flow cytometry | 0.073% of 190,000 active | inhibition, % at 10 µM | Q9HD36;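 further: 0% = tracer peptide without compound and 100% = reference inhibitor peptide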
Target sequence (Q9HD36 whole entry, looked up): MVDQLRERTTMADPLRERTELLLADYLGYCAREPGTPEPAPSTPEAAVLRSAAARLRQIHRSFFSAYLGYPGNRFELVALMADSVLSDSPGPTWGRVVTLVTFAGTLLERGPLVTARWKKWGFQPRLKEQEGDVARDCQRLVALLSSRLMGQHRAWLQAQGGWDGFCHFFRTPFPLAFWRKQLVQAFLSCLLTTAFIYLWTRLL
Rab2 wt GTP: changes GTP binding to wildtype dog Rab2A, up or down | GST-Rab2 wt beads, Bodipy-GTP binding, flow cytometry | GTP binding activity, % at 10 µM | P61105 | 0.19% of 190,000 active;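 active means GTP binding activity at least 20 points away from 100%, either lowered or raised; inconclusive means signal likely due to the compound's own green fluorescence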;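 further: 0% = beads with excess unlabeled GTP and 100% = no-compound control corrected for plate trend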
Bcl-2 Bim block: disrupts Bim peptide binding to human Bcl-2; P10415; Bead-based flow cytometry, Bim peptide-Bcl-2 binding; inhibition, % at 10 µM; 0.06% of 190,000 active; AID 950; in the data active means inhibition above about 40%; inconclusive means no clear call, values can overlap the other calls;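 further: 0% = no compound wells with probe peptide and 100% = reference peptide inhibitor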
Target sequence (P10415 whole entry, looked up): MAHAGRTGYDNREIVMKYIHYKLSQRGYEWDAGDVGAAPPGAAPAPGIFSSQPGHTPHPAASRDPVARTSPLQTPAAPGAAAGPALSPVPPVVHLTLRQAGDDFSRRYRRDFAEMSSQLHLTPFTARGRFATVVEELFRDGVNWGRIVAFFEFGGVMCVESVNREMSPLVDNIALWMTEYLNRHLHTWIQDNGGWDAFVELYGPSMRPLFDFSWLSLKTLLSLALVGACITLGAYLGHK
Bim-Bcl-XL: human Bim-Bcl-XL interaction inhibition; Bim peptide-Bcl-XL binding, bead flow cytometry, fluorescence; Q07817; inhibition, % at 10 µM; 0.04% of 190,000 active; AID 1007
Rac1 mut GTP: modulators of GTP binding to human Rac1 activated mutant; 0.11% of 190,000 active; GST-Rac1 activated beads, fluorescent GTP binding, flow cytometry; actives lie on both sides; 100% means binding = to untreated wells; percent activity (GTP binding), % at 10 µM; AID 764;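 active means GTP binding at least 20 percentage points away from the 100% baseline, in either direction, so actives lie on both sides; inconclusive means Compound likely fluorescent itself, or too few beads counted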
Cdc42 wt GTP: human Cdc42 wildtype GTP binding change, either direction. P60953. GST-Cdc42 beads, Bodipy-GTP binding, flow cytometry; actives lie on both sides. percent activity (GTP binding), % at 10 µM. 0.2% of 190,000 active. AID 761;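 active means percent activity GTP binding at least 20 points away from the 100% baseline, either down as inhibitor or up as activator; inconclusive means compound flagged as likely green fluorescent from well-wide comparison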;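 further: median bead fluorescence of bound Bodipy-FL-GTP at 100 nM; 0% = excess unlabeled GTP control and 100% = no compound control; below 100% means less GTP binding so inhibitor and above means activator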
Target sequence (P60953 whole entry, looked up): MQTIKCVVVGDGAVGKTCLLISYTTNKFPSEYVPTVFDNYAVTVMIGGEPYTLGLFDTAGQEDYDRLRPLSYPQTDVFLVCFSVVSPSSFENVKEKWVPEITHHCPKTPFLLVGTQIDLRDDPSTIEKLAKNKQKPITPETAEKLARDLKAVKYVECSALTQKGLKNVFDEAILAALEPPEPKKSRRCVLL
Bim-Bfl-1: inhibitors of Bim-Bfl-1 interaction, human; AID 1008; Bead-based flow cytometry, Bim-Bfl-1 binding inhibition; 0.12% of 190,000 active; inhibition, % at 10 µM; Q16548;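 further: 0% = wells without compound plus tracer and 100% = blocker peptide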
Starred values were filed as active, the others as inactive; ? = inconclusive; / = not tested or not shown; & = joins results of further samples. Unless noted, no stated cut-off is given here; in the data, active means inhibition above about 40%.

mol	Rab7 wt modul	Cdc42 wt GTP	Rac1 mut GTP	Bcl-2 Bim block	Rac1 wt modul	Bim-Bcl-XL	Bcl-B Bim block	Bcl-W Bim block	Bim-Bfl-1	Rab2 wt GTP	HRas wt GTP
O=c1[nH]n(-c2ccc(F)cc2)c2ncccc12	102	100	98	-9	105	-9	-10	-2	-16	102	102
Cc1cc(C(=O)COC(=O)CNC(=O)c2ccc(F)cc2)c(C)n1Cc1ccco1	99	98	96	-3	101	-8	-6	-3	-3	96	99
CC1CCN(c2ccc(N3C(=O)C4CCCCC4C3=O)cc2[N+](=O)[O-])CC1 (stereo not given)	99	107	103	-2	101	-2	-3	-2	-2	102	102
Cc1nc2ccc(Nc3ccncc3)cc2s1	94	98	98	1	99	0	5	-3	5	98	99
Cc1ccc(C(=O)C2=C(O)C(=O)N(c3ncccn3)C2c2ccc(Cl)cc2)o1 (stereo not given)	92	98	98	0	99	-5	-3	-3	1	98	98
CCCCNc1cc(F)nc(N)n1	95	98	94	-1	96	-1	-2	-3	-4	98	96
COc1ccc(C)cc1S(=O)(=O)Nc1cccc(Cl)c1Cl	102	99	96	-48	104	-30	-8	-8	-9	99	100
Cc1nn(Cc2ccccc2)c(C)c1C(=O)OCC(=O)c1cc(C)n(CC(F)(F)F)c1C	99	100	100	-14	101	-8	-7	0	-16	101	100
Cc1cccc(Nc2cc(C)c3c(O)cccc3n2)c1C	95	96	99	3	102	2	-2	3	17	99	99
Cc1ccccc1C1C(C#N)=C2N=C(N)c3c(sc4c3CCCCC4)N2C2=C1C(=O)CC(C)(C)C2 (stereo not given)	99	94	96	0	99	0	0	0	0	100	100
CCN=C(Nc1ccc2c(c1)OCO2)SC1CC(=O)N(c2ccccc2F)C1=O (stereo not given)	105	105	101	-9	108	2	-7	4	-12	104	105
O=C(c1cccs1)N1CCc2ccccc21	97	98	97	2	99	0	1	1	3	99	96
CCOc1ccc(/C=C2\SC(=S)NC2=O)cc1OC	107	105	99	0	95	-1	2	-4	0	104	99
CCOc1ccc(Cc2nc(C)c(CC(=O)N3CCOCC3)c(=O)[nH]2)cc1	104	106	103	1	104	-8	-3	-6	0	105	106
S=C(Cc1ccc(Cl)cc1)N1CCOCC1	97	94	93	-1	96	-6	-24	1	1	93	94
CCCCOC(=O)C1CCCC(C(=O)OCCCC)N1 (stereo not given)	102	105	100	-9	107	-9	-10	-1	-19	105	103
O=C(NC(CO)C(O)c1ccc([N+](=O)[O-])cc1)C(Cl)Cl (stereo not given)	97	96	95	-2	94	-1	-3	-1	-5	95	93
O=C(CSc1nc(-c2ccccc2)cs1)N1CCN(C(=O)c2ccco2)CC1	?	?	?	-3	?	-2	-4	0	-1	?	?
CC1(C)Cc2c(cnn2-c2ccccc2)C(=O)/C1=N\NC(=O)c1ccccc1O	105	103	99	-1	107	0	-1	0	-1	104	104
CCCCN=C1NN=C(c2ccc(C)c(C)c2)CS1	106	94	96	0	99	-1	-3	1	0	97	100

Nothing new here: an excerpt of the list.
mol	Rab7 wt modul	Cdc42 wt GTP	Rac1 mut GTP	Bcl-2 Bim block	Rac1 wt modul	Bim-Bcl-XL	Bcl-B Bim block	Bcl-W Bim block	Bim-Bfl-1	Rab2 wt GTP	HRas wt GTP
CCCCOC(=O)C1CCCC(C(=O)OCCCC)N1 (stereo not given)	102	105	100	-9	107	-9	-10	-1	-19	105	103
O=C(NC(CO)C(O)c1ccc([N+](=O)[O-])cc1)C(Cl)Cl (stereo not given)	97	96	95	-2	94	-1	-3	-1	-5	95	93

New compounds follow:
mol	Rab7 wt modul	Cdc42 wt GTP	Rac1 mut GTP	Bcl-2 Bim block	Rac1 wt modul	Bim-Bcl-XL	Bcl-B Bim block	Bcl-W Bim block	Bim-Bfl-1	Rab2 wt GTP	HRas wt GTP
CCOC(=O)c1cnc2c(-c3ccccc3)cnn2c1C	94	97	93	-2	95	0	-3	3	-5	96	95
CCc1ccc(N2C(=O)CC(N3CCN(Cc4ccc5c(c4)OCO5)CC3)C2=O)cc1 (stereo not given)	105	98	96	-3	98	-2	0	-2	-7	99	101
CCOc1ccc(C2c3c(oc4cc(C)c(C)cc4c3=O)C(=O)N2CCCN2CCOCC2)cc1 (stereo not given)	103	104	98	-6	108	-5	-6	9	-6	105	104
Cn1nc(CC(=O)NC2CCCCCCCCCCC2)c2ccccc2c1=O	101	104	98	1	101	-3	0	-1	2	100	101
Cc1cc(C)c(NC(=O)CSc2nc(COc3ccccc3)nc3ccccc23)c(C)c1	105	102	96	-4	105	-1	-4	-1	-4	102	104
Nc1cc(Cl)ccc1Oc1ccc2ccccc2c1	104	102	99	-3	99	1	-6	4	-5	100	100
CC(C)(C)n1nnnc1SCC(=O)Nc1nn(-c2ccccc2)nc1C(N)=O	108	98	95	-2	93	0	0	-2	-6	98	100
CCNS(=O)(=O)c1ccc(NC(=O)CC(C)c2ccccc2)cc1 (stereo not given)	107	95	95	1	102	0	1	2	-2	103	99
Cc1nc2ccccc2c2oc(C(=O)NCC3CCCO3)cc12 (stereo not given)	100	93	91	-1	92	0	2	0	0	96	94
CC(=O)Nc1ccc(Sc2ccccc2C(=O)Nc2ccc(F)cc2)cn1	107	97	95	-3	100	-3	-2	-3	-1	98	98
CCn1cc(C(=O)O)c(=O)c2cc(F)c(N/N=C/c3ccccc3)cc21	89	89	88	0	76*	17	5	9	-4	83	84
CCOc1c2ccc(C(=O)NCc3ccc4c(c3)OCO4)cc2nn1CCOC	95	99	97	-1	96	-2	0	-1	-2	95	99
COc1cccc2cc(C(=O)NCc3ccco3)c(=Nc3ccc(C(=O)O)cc3)oc12	101	101	100	-7	103	-5	-5	-3	-11	101	102
CCCCCCC(=O)Oc1cccc(N2C(=O)C3CCCCC3C2=O)c1 (stereo not given)	107	98	95	-2	102	-1	-4	0	-2	103	98
Cc1ccccc1NS(=O)(=O)c1cc(S(C)(=O)=O)ccc1C	96	102	101	0	105	-5	-8	-1	-2	100	100
Cc1ccc(SCc2cc(=O)n3ccsc3n2)c(C)c1	98	99	97	-3	104	-6	-6	-2	-3	97	97
Cc1ccc(O)c(-c2cc(C(F)(F)F)[nH]n2)c1	98	101	100	-2	98	-4	-4	-4	-1	100	99
CN1CCC(OC(=O)c2ccc(Cl)cc2Cl)CC1	101	96	98	1	99	-3	-3	0	-7	98	100
Cc1c(C(=O)Nc2c(F)cccc2F)sc2ncnc(N3CCN(c4ccccc4)CC3)c12	103	96	96	0	97	-5	-3	0	-5	98	97
Cc1ccc(S(=O)(=O)CCC(=O)OCC(=O)NCc2ccc(Cl)cc2)cc1	107	96	98	-1	99	0	-6	0	-4	99	99
CCC(=O)OCCNc1cc(Sc2nc3ccccc3[nH]2)c2nonc2c1[N+](=O)[O-]	97	94	88	4	96	0	-5	8	35	94	94
CC(=O)c1cccc(N(CC(=O)Nc2ccccc2F)S(C)(=O)=O)c1	99	94	94	-6	99	-3	-5	-1	-7	96	96
CC(C)NCC(O)COc1ccc(CCOCC2CC2)cc1 (stereo not given)	96	100	101	5&-3	99	0&-2	3&-4	0&-1	0&0	102	101
Nc1cc(N2CCCC2)c(Cl)cc1[N+](=O)[O-]	90	88	89	4	94	2	19	0	-2	91	92
COc1c2ccoc2nc2c(OC)c(OCC(OC(C)=O)C(C)(C)O)ccc12 (stereo not given)	96	99	98	0	101	2	0	6	0	96	97
Cn1cnnc1SCC(=O)N1CCN(C(=O)c2ccco2)CC1	105	96	96	0	96	-4	-3	-1	-6	99	100
Cc1ccc(CN2C(=O)C3CCCN3c3ccc(S(=O)(=O)N4CCOCC4)cc32)cc1 (stereo not given)	101	103	95	-2	104	-2	0	0	-2	100	98
COc1ccc(-c2nnc(Nc3nc4c(OC)cccc4s3)o2)cc1	93	94	92	-2	94	2	-3	6	1	95	93
COC(=O)c1ccc(Cl)c(NC(=O)CN(c2ccc3c(c2)OCO3)S(C)(=O)=O)c1	99	103	97	-16	104	-6	-11	-1	-15	98	99
O=C(NC(NC(=S)Nc1ccccc1C(=O)O)C(Cl)(Cl)Cl)c1ccco1 (stereo not given)	?	?	?	0	?	-6	-1	-5	4	?	?
O=C(Nc1ccccn1)c1cc(-c2cccnc2)nc2ccc(Br)cc12	99	103	102	0	104	-7	-7	-9	-3	98	99
O=C(O)c1ccc(COc2c(F)c(F)cc(F)c2F)o1	95	97	94	-9	92	-3	-6	-4	-10	94	96
Cc1ccc(CO/N=C/c2c(O)cc(C)oc2=O)cc1	105	97	96	0	101	-3	0	0	-6	100	100
O=C(CCn1c(=O)oc2ccccc21)N(Cc1ccccc1)c1ccccc1	104	96	95	-2	99	0	-7	-1	-7	99	97
CS(=O)(=O)N(CC(=O)Nc1ccc2c(c1)OCO2)c1ccccc1	104	106	98	-5	115	14	-4	5	-6	101	100
O=C(CN1CCCC1)Nc1ccc(OCc2ccccc2)cc1	102	98	96	-3	98	-3	-5	-2	-8	97	96
O=C(c1ccc(NC2=NC3CS(=O)(=O)CC3S2)cc1)N1CCN(Cc2ccccc2)CC1 (stereo not given)	105	103	102	-13	106	-4	-9	0	-11	102	99
C=CCN1C(=O)/C(=C2/Sc3ccc(OC)cc3N2C)SC1=Nc1ccccc1	99	97	99	-7	103	-4	-6	-4	-10	98	98
COc1ccc(C(=O)Nc2ccc(CN3CCCCC3)cc2)cc1	97	103	99	1	102	-1	-3	0	-4	100	99
O=[N+]([O-])c1ccc2c(c1)nc1n2CCN(CC2CCCO2)C1 (stereo not given)	95	96	96	-2	99	0	-1	3	0	94	95
Cc1cc2oc(=O)cc(CN3CCN(Cc4ccc5c(c4)OCO5)CC3)c2cc1C	102	100	96	?	102	/	/	/	/	99	101
COc1ccc(NC(=O)c2ccccc2NS(=O)(=O)c2ccc(C)cc2)c([N+](=O)[O-])c1	98	100	95	-15	101	-10	-11	-5	-16	96	98
COc1ccccc1C(=O)Nc1cccnc1	100	96	96	3	99	0	0	-2	-2	95	96
O=C(Nc1ccc(F)cc1)NC1CCCCC1	95	98	97	0	100	0	-5	2	-10	95	97
COc1ccc(C(=S)Nc2ccc(C)cc2)cc1	97	99	95	-11	97	-3	-27	1	-5	97	98
CC(C)CNC(=O)c1coc(=O)c(Br)c1	102	94	96	4	98	-1	-1	1	3	99	97
CSc1nc(C)cc(-n2ccc(=O)[nH]c2=O)n1	102	101	99	-5	103	-9	-6	-3	-9	98	99
CN(C)C(CNS(=O)(=O)c1ccc(Cl)cc1)c1cccnc1 (stereo not given)	101	105	103	-5	110	-3	-4	2	-8	104	105
Cc1ccsc1C(=O)NNC(=O)C1CCCCC1C(=O)O (stereo not given)	97	105	99	9	104	2	1	1	8	101	101
O=C(c1ccc(Br)o1)N1CCN(c2ccc3nnc(-c4ccccc4)n3n2)CC1	92	94	99	-4	95	-4	-7	-3	-4	94	93

Screening data deposited in PubChem by NMMLSC.
